Wee1 stabilizer – Wee1 degradation inhibitors, primary screen, cell-based, HeLa, Wee1K328M-luciferase, luminescence | Wee1-like protein kinase (Homo sapiens), P30291 | HeLa Luc-Wee1K328M stability; 100% = proteasome inhibitor MG132 effect | AID 1321, 2008 | 220,000 tested, 1.2% active | reporter increase, % at 5 µM;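 active means activation above the mean of all tested compounds plus 3 SD, set per screening run, cut at about 8.8% in these data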;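 further: cells exposed to compound for 20 h before luminescence read; 0% = DMSO alone and 100% = MG132 at 30 µM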
PERK inh – block of dimerizer-induced PERK translation repression, primary screen, PERK inhibitor project, CHO PERK-DD cells, SEAP luminescence, HTS; Eukaryotic translation initiation factor 2-alpha kinase 3 (Homo sapiens), Q9NZJ5; CHO PERK-DD fusion, SEAP luminescence translation reporter; inhibition, % at 5.6 µM; 220,000 tested, 0.17% active;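 active means inhibition above the mean inhibition of all tested compounds plus 3 SD, set separately per screening campaign, cut at about 2.9% in these data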;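 further: PERK kinase domain activated by AP20187 dimerizer at 100 nM; 0% = DMSO with dimerizer and 100% = rapamycin at 8.4 µM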
S1P4 antag – S1P4 receptor antagonists, primary screen, cell-based. Sphingosine 1-phosphate receptor 4 (Homo sapiens), O95977. S1P4-expressing cells, antagonist mode, reporter read-out. inhibition, % at 4.98 µM. 220,000 tested, 0.26% active; in the data active means inhibition above about 29%;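 further: 0% = wells stimulated with agonist and 100% = vehicle wells without agonist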
Mdm2 ligase inh – MDM2-luciferase reporter signal enhancers, primary screen, MDM2 E3 ligase inhibitor project, cell-based, luminescence, 1536-well; signal enhancement, % at 5 µM; cell-based MDM2 ubiquitination luciferase reporter, 2 h; 0 = plate control, 100 = twice control, blank-subtracted; E3 ubiquitin-protein ligase Mdm2 (Homo sapiens), Q00987; 210,000 tested, 0.11% active;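 active means signal enhancement of 30% or more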;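 further: luminescence tracks abundance of the self-degrading MDM2-luciferase fusion protein; higher signal means inhibition of MDM2 E3 ligase activity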
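Test system: stable mammalian line carrying autodegrading MDM2–luciferase fusion reporter; quantity: 2000 cells in each well; times: 4 h cell settling then 2 h compound exposure, 37 °C; detection: luminescence with SteadyLite reagent, 15 min at room temperature; evaluation: percent signal gain over controls, blank-subtracted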
NPY-Y2 PAM-ag – NPY-Y2 potentiators or agonists, primary screen, cell-based; cells expressing NPY-Y2, potentiator/agonist read-out; Neuropeptide Y receptor type 2 (Homo sapiens), P49146; activation, % at 3.6 µM; 220,000 tested, 0.45% active; in the data active means activation above about 27%;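 further: cells stimulated with NPY near EC25 plus isoproterenol at EC100; 0% = vehicle plus submaximal agonist and 100% = vehicle plus saturating agonist; some results beyond the cut were filed as inactive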
S1P4 agonist – S1P4 receptor agonists, primary screen, cell-based; Sphingosine 1-phosphate receptor 4 (Homo sapiens), O95977; S1P4-expressing cell line, agonist reporter assay; activation, % at 4.98 µM; 220,000 tested, 0.35% active; AID 1509, 2009; in the data active means activation above about 11%;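 further: 0% = DMSO vehicle and 100% = reference agonist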
BaF3 tox – parental Ba/F3 cell viability inhibition, counter-screen for JAK2V617F inhibitor project, murine pro-B, CellTiter-Glo luminescence | CellTiter-Glo ATP luminescence | inhibition, % at 5.6 µM | 220,000 tested, 1.1% active | AID 1486, 2009;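 active means inhibition above a per-campaign cutoff, the mean inhibition of all tested compounds plus 3 SD, cut at about 27% in these data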;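 further: 0% = DMSO wells and 100% = JAK Inhibitor I control wells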
eIF4E-4G inh – eIF4E–eIF4G protein interaction inhibitors, primary screen, biochemical, uHTS, TR-FRET, eIF4GI fragment; Eukaryotic translation initiation factor 4E (Mus musculus) + Eukaryotic translation …; TR-FRET eIF4E-eIF4GI(517-606) binding, 2 h; inhibition, % at 21.7 µM; 220,000 tested, 0.37% active; AID 782, 2007;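 active means inhibition above about 30%, limit read from the data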;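 further: 0% = full FRET control wells and 100% = background wells lacking eIF4GI fragment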
Target sequence (P63073 whole entry, looked up, the tested form may be a part): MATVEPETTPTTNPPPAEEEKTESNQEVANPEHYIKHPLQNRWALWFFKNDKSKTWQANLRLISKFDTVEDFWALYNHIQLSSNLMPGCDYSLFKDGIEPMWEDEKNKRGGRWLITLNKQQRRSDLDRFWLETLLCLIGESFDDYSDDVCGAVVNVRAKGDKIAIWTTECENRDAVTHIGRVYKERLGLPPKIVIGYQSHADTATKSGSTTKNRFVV
Target sequence (Q04637 whole entry, looked up, the tested form may be a part): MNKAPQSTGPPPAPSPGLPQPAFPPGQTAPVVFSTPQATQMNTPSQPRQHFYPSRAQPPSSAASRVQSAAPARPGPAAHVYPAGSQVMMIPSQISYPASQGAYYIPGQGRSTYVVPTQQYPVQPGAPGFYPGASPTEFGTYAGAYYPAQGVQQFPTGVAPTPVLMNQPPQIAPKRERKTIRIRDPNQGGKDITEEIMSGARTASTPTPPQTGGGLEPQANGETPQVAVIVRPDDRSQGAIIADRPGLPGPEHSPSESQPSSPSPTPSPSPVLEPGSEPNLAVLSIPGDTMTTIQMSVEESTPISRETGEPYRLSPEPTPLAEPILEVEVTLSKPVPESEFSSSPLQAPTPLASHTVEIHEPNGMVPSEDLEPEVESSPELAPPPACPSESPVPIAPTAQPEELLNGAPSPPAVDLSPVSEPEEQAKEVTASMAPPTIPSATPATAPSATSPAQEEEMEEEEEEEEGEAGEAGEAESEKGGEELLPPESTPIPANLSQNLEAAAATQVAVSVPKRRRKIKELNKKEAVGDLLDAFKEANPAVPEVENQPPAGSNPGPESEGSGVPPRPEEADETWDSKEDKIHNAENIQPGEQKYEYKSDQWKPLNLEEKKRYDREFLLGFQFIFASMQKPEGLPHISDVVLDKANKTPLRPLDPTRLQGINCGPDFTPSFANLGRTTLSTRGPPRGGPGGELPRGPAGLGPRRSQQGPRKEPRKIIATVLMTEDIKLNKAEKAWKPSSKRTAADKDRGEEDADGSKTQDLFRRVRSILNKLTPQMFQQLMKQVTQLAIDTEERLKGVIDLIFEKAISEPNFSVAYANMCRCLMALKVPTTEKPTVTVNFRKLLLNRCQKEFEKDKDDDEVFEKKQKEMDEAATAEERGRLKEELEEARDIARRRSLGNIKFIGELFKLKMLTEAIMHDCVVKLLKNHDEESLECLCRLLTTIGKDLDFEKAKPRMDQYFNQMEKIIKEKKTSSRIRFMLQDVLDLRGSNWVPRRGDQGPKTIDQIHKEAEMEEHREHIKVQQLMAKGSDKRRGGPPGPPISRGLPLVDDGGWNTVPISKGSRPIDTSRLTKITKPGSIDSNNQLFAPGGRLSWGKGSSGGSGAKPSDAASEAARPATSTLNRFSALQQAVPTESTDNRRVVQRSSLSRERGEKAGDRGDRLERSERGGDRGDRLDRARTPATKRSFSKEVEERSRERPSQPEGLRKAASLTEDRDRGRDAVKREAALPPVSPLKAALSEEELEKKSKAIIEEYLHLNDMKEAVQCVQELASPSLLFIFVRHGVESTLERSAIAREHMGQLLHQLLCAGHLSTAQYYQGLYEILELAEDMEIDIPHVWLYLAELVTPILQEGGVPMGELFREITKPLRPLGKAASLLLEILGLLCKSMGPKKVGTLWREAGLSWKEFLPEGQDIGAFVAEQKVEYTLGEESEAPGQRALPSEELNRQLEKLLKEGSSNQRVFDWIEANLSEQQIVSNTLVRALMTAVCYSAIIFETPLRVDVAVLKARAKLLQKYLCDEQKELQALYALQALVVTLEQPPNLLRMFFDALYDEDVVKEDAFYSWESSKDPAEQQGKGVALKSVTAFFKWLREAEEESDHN
Ba/F3 V617F tox – reduced viability of JAK2V617F-dependent Ba/F3 cells, primary screen, JAK2V617F inhibitor project, cell-based, Ba/F3 EpoR-JAK2V617F, luminescence; 220,000 tested, 1.1% active; inhibition, % at 5.6 µM; ATP luminescence;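 active means inhibition above the campaign mean plus 3 SD over all tested compounds, cut at about 24% in these data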;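 further: cytokine-independent growth of Ba/F3 cells driven by EpoR plus mutant JAK2; 0% = DMSO-treated cells and 100% = JAK inhibitor I control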
The depositor's hits bear a star; [ ] = another dose, or the depositor's remark.

Screening NC(=O)N/N=C/c1cn(CC(=O)Nc2ccc(F)cc2)c2ccccc12 returned Wee1 stabilizer 4, PERK inh -0.1, S1P4 antag 8, Mdm2 ligase inh -7, NPY-Y2 PAM-ag -2, S1P4 agonist -0.3, BaF3 tox 2, eIF4E-4G inh -4 and Ba/F3 V617F tox -5.
Clc1ccc(/C=N/Nc2nnc(Cl)c3ccccc23)cc1 was read as Wee1 stabilizer 2, PERK inh 0.0, S1P4 antag 0, Mdm2 ligase inh -9, NPY-Y2 PAM-ag -6, S1P4 agonist 1.6, BaF3 tox 3, eIF4E-4G inh 5 and Ba/F3 V617F tox 0.
Screening O=C1CC(c2ccco2)CC(O)=C1C=Nc1ccc(Br)cc1 (centres undefined) returned Wee1 stabilizer 0, PERK inh 0.6, S1P4 antag 5, Mdm2 ligase inh -8, NPY-Y2 PAM-ag 5, S1P4 agonist 1.5, BaF3 tox 1, eIF4E-4G inh 3 and Ba/F3 V617F tox -1.
`CC(=O)c1cc(OC(=O)N2CCOCC2)ccc1OC(=O)N1CCOCC1` gave Wee1 stabilizer 6, PERK inh 1.1, S1P4 antag 3, Mdm2 ligase inh 3, NPY-Y2 PAM-ag 4, S1P4 agonist 1.6, BaF3 tox 1, eIF4E-4G inh 4[fluorescence artefact?] and Ba/F3 V617F tox -3.
For CCCn1c(=O)c2ccccc2n2c(SCc3nnc(-c4ccccc4Br)o3)nnc12 the results were Wee1 stabilizer -3, PERK inh 1.1, S1P4 antag 0, Mdm2 ligase inh -30, NPY-Y2 PAM-ag 2, S1P4 agonist 1.8, BaF3 tox 6, eIF4E-4G inh 3 and Ba/F3 V617F tox 2.
For O=[N+]([O-])c1ccc(C2CC(c3ccccc3)=Nc3ccccc3S2)cc1 (centres undefined) the results were Wee1 stabilizer -1, PERK inh -0.5, S1P4 antag 27, Mdm2 ligase inh -14, NPY-Y2 PAM-ag 0, S1P4 agonist -0.3, BaF3 tox 2, eIF4E-4G inh -2 and Ba/F3 V617F tox -6.
For O=C(Nc1ccccc1)c1sc(Cl)nc1-c1ccccc1 the results were Wee1 stabilizer -1, PERK inh 0.5, S1P4 antag -20, Mdm2 ligase inh -1, NPY-Y2 PAM-ag -10, S1P4 agonist 3.4, BaF3 tox 2, eIF4E-4G inh -1 and Ba/F3 V617F tox -3.
Screening COc1cc2[nH]c(=S)n(Cc3ccc(F)cc3)c(=O)c2cc1OC returned Wee1 stabilizer 13*, PERK inh 0.2, S1P4 antag -5, Mdm2 ligase inh -3, NPY-Y2 PAM-ag -6, S1P4 agonist -0.8, BaF3 tox 7, eIF4E-4G inh -5 and Ba/F3 V617F tox 1.
COc1ccccc1OCc1ccc(C(=O)N2N=C(C(F)F)CC2(O)C(F)F)o1 (centres undefined) was read as Wee1 stabilizer 4, PERK inh -0.8, S1P4 antag -13, NPY-Y2 PAM-ag 1, S1P4 agonist 0.0, BaF3 tox 3, eIF4E-4G inh 3 and Ba/F3 V617F tox 1.
`CC(=O)c1ccc(NC(=O)C2CC(=O)N(C(C)C)C2)cc1` (centres undefined) gave Wee1 stabilizer 0, PERK inh 1.2, S1P4 antag 0, NPY-Y2 PAM-ag 16, S1P4 agonist -0.9, BaF3 tox 6, eIF4E-4G inh -1 and Ba/F3 V617F tox -1.
COc1ccc(N2CCN(C(=O)CCNS(=O)(=O)c3ccccc3)CC2)cc1 was read as Wee1 stabilizer -1, PERK inh 1.2, S1P4 antag -8, Mdm2 ligase inh -15, NPY-Y2 PAM-ag -5, S1P4 agonist -1.6, BaF3 tox 7, eIF4E-4G inh 8 and Ba/F3 V617F tox 4.
CCN(CC)c1ccc(CNc2nc3ccccc3n2CCN2CCCCC2)cc1 was read as Wee1 stabilizer 5, PERK inh 0.7, S1P4 antag -3, Mdm2 ligase inh -22, NPY-Y2 PAM-ag 44*, S1P4 agonist -1.7, BaF3 tox 6, eIF4E-4G inh 1 and Ba/F3 V617F tox -1.
Screening CC(C)C(=O)Nc1ccccc1N1CCN(C(=O)c2ccccc2)CC1 returned Wee1 stabilizer -2, PERK inh 0.0, S1P4 antag -16, Mdm2 ligase inh -19, NPY-Y2 PAM-ag 2, S1P4 agonist 0.7, BaF3 tox -3, eIF4E-4G inh -1 and Ba/F3 V617F tox 3.
Screening O=C(c1c[nH]c2ccc(S(=O)(=O)N3CCC4(CC3)OCCO4)cc2c1=O)N1CCOCC1 returned Wee1 stabilizer 0, PERK inh 1.5, S1P4 antag -6, Mdm2 ligase inh -23, NPY-Y2 PAM-ag 9, S1P4 agonist -0.5, BaF3 tox 4, eIF4E-4G inh 3 and Ba/F3 V617F tox -1.
O=C1C2C3C=CC([C@@H]2C(=O)N1c1nccs1)C31CC1 (some centres undefined) was read as Wee1 stabilizer 2, PERK inh 0.5, S1P4 antag 13, Mdm2 ligase inh -19, NPY-Y2 PAM-ag 3, S1P4 agonist -0.5, BaF3 tox 6, eIF4E-4G inh -7 and Ba/F3 V617F tox 3.
CC(C)(C)c1ccc(-c2n[nH]c(=S)n2CC2CCCO2)cc1 (centres undefined) was read as Wee1 stabilizer -3, PERK inh 0.7, S1P4 antag 7, Mdm2 ligase inh -5, NPY-Y2 PAM-ag 0, S1P4 agonist -0.7, BaF3 tox 10, eIF4E-4G inh 0 and Ba/F3 V617F tox 2.
Screening COC(=O)COc1ccc2occ(C(C)=O)c2c1 returned Wee1 stabilizer -2, PERK inh 1.1, S1P4 antag -1, Mdm2 ligase inh -14, NPY-Y2 PAM-ag -6, S1P4 agonist 0.6, BaF3 tox 2, eIF4E-4G inh 6[fluorescence artefact?] and Ba/F3 V617F tox 2.
Screening CC(/C=C/c1ccco1)=N\NC(=O)CNc1cccc(C)c1 returned Wee1 stabilizer -2, PERK inh 1.2, S1P4 antag -4, Mdm2 ligase inh -19, NPY-Y2 PAM-ag -14, S1P4 agonist 0.4, BaF3 tox 7, eIF4E-4G inh 1 and Ba/F3 V617F tox 5.
Screening COc1cccc(CNC(=O)CSc2ccc(-c3ccco3)nn2)c1 returned Wee1 stabilizer 1, PERK inh 0.3, S1P4 antag 5, Mdm2 ligase inh -6, NPY-Y2 PAM-ag -1, S1P4 agonist 1.5, BaF3 tox 8, eIF4E-4G inh -2 and Ba/F3 V617F tox 1.
Screening COc1ccc(NS(=O)(=O)c2ccc3c(c2)CCO3)cc1 returned Wee1 stabilizer 4, PERK inh 0.9, S1P4 antag 0, Mdm2 ligase inh 1, NPY-Y2 PAM-ag 2, S1P4 agonist 0.5, BaF3 tox 1, eIF4E-4G inh -1 and Ba/F3 V617F tox 3.
Screening CC(C)[C@@H]1CC[C@@H](C)c2c(-c3ccccc3)n[nH]c21 returned Wee1 stabilizer -1, PERK inh 2.3, S1P4 antag 15, Mdm2 ligase inh 6, NPY-Y2 PAM-ag 8, S1P4 agonist 5.4, BaF3 tox 3, eIF4E-4G inh 0[fluorescence artefact?] and Ba/F3 V617F tox -3.
`COc1cccc(NC(=O)Cn2c(=O)n(CCCC(=O)NCc3ccco3)c(=O)c3ccccc32)c1` gave Wee1 stabilizer -2, PERK inh -0.6, S1P4 antag 7, Mdm2 ligase inh -9, NPY-Y2 PAM-ag 18, S1P4 agonist 1.2, BaF3 tox 0, eIF4E-4G inh 9 and Ba/F3 V617F tox -2.
Screening COc1ccc(/C=C(\NC(=O)c2ccccc2Cl)C(=O)NCCCC(=O)O)cc1 returned Wee1 stabilizer 1, PERK inh 0.5, S1P4 antag 1, Mdm2 ligase inh -16, NPY-Y2 PAM-ag 2, S1P4 agonist 0.2, BaF3 tox 2, eIF4E-4G inh -2 and Ba/F3 V617F tox 0.
CCCCn1cnc2c(=S)nc(N)[nH]c21 was read as Wee1 stabilizer 1, PERK inh -0.5, S1P4 antag 3, Mdm2 ligase inh -5, NPY-Y2 PAM-ag 17, S1P4 agonist 0.9, BaF3 tox -3, eIF4E-4G inh -3 and Ba/F3 V617F tox 0.
For CN(c1cccc(NC(=O)CN(c2ccc(F)cc2)S(C)(=O)=O)c1)S(C)(=O)=O the results were Wee1 stabilizer -1, PERK inh 1.4, S1P4 antag -10, Mdm2 ligase inh -21, NPY-Y2 PAM-ag -24, S1P4 agonist 0.0, BaF3 tox 0, eIF4E-4G inh 2 and Ba/F3 V617F tox -4.
Screening O=C(O)C1CC=CCC1C(=O)NCc1cn2ccccc2n1 (centres undefined) returned Wee1 stabilizer 1, PERK inh 0.0, S1P4 antag -13, Mdm2 ligase inh -16, NPY-Y2 PAM-ag -7, S1P4 agonist 1.6, BaF3 tox 4, eIF4E-4G inh -5 and Ba/F3 V617F tox 0.
`N=C1C(c2nc3ccccc3[nH]2)=C(O)CN1c1ccc(CC(=O)O)cc1` gave Wee1 stabilizer -2, PERK inh 0.3, S1P4 antag 5, Mdm2 ligase inh -15, NPY-Y2 PAM-ag 3, S1P4 agonist -2.2, BaF3 tox 2, eIF4E-4G inh -4 and Ba/F3 V617F tox 0.
For COc1cccc(-n2nc(C(C)=O)c(C#N)c2-c2ccco2)c1 the results were Wee1 stabilizer -1, PERK inh -1.3, S1P4 antag 0, Mdm2 ligase inh -9, NPY-Y2 PAM-ag -1, S1P4 agonist 38*, BaF3 tox 8, eIF4E-4G inh 6 and Ba/F3 V617F tox 5.
CCCCN(C)C(=O)Cc1c(OC)ccc2cc(Br)ccc12 was read as Wee1 stabilizer -2, PERK inh -0.7, S1P4 antag -1, Mdm2 ligase inh 0, NPY-Y2 PAM-ag 6, S1P4 agonist -0.4, BaF3 tox 4, eIF4E-4G inh -6 and Ba/F3 V617F tox -2.
S=c1[nH]nc(-c2cccnc2)n1/N=C/c1cccs1 was read as Wee1 stabilizer 0, PERK inh 0.5, S1P4 antag -13, Mdm2 ligase inh -11, NPY-Y2 PAM-ag 7, S1P4 agonist 1.2, BaF3 tox 4, eIF4E-4G inh -1 and Ba/F3 V617F tox 0.
Screening O=C(CNc1cccc2ccccc12)N/N=C/c1ccc(C(=O)O)cc1 returned Wee1 stabilizer 1, PERK inh 0.3, S1P4 antag -28, NPY-Y2 PAM-ag -2, S1P4 agonist -0.4, BaF3 tox 3, eIF4E-4G inh 4[fluorescence artefact?] and Ba/F3 V617F tox -2.

2 entries drawn at random from those above, as already listed:
For COc1cccc(-n2nc(C(C)=O)c(C#N)c2-c2ccco2)c1 the results were Wee1 stabilizer -1, PERK inh -1.3, S1P4 antag 0, Mdm2 ligase inh -9, NPY-Y2 PAM-ag -1, S1P4 agonist 38*, BaF3 tox 8, eIF4E-4G inh 6 and Ba/F3 V617F tox 5.
Screening O=C(CNc1cccc2ccccc12)N/N=C/c1ccc(C(=O)O)cc1 returned Wee1 stabilizer 1, PERK inh 0.3, S1P4 antag -28, NPY-Y2 PAM-ag -2, S1P4 agonist -0.4, BaF3 tox 3, eIF4E-4G inh 4[fluorescence artefact?] and Ba/F3 V617F tox -2.
